# Assay outcomes: PubChem BioAssay, Broad Institute
# miR122 inh: blocks miR-122 activity in Huh7 sensor cells. Huh7 miR-122 Renilla luciferase sensor, 48 h; neutral wells = 0, positive control = 100. activation (reporter increase), % at 12.5 µM. 340,000 tested, 0.3% active;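 active means mean replicate activation score at least 90 and every replicate individually at or above 90; inconclusive means only one of the two criteria met; inactive means neither criterion met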;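 further: higher luciferase means less miR-122 activity so hits act as miR-122 inhibitors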
# ERAP1 HTS inh: blocks human ERAP1 aminopeptidase activity | Q9NZ08 | recombinant ERAP1, Leu-AMC fluorescence, 60 min | inhibition, % at 10.7 µM | 340,000 tested, 0.15% active | AID 652197;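 active means mean replicate inhibition of at least 30%, or all replicates individually reaching that 30% level; inactive means mean below 30% and not every replicate reaching it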;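 further: 0% = neutral control wells and 100% = L-leucinethiol positive control wells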
# Casp6 inh: caspase-6 (human) enzyme inhibition; P55212; purified caspase-6, Z-VEID-R110 cleavage fluorescence; inhibition, % at 12.5 µM; 350,000 tested, 0.53% active;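 active means mean inhibition across replicates at least about 35%, with every replicate also reaching that limit, limit read from the data; inconclusive means only one of the two criteria met; inactive means neither criterion met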;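 further: 0% = median of neutral control wells and 100% = no fluorescence left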
# Target sequence (P55212 24-179 limits assumed): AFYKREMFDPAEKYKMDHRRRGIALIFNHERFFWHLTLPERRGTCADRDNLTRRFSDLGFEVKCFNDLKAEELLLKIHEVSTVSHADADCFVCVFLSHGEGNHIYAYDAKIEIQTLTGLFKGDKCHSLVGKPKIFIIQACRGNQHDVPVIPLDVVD
# Target sequence (P55212 194-293 limits assumed): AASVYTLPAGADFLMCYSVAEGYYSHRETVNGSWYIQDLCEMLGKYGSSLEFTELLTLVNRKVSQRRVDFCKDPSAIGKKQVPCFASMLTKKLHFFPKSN
# ERp5 inh: inhibitors of human ERp5; ERp5 insulin aggregation, absorbance 650 nm, 90 min; 350,000 tested, 0.05% active; AID 651711; Q15084; inhibition, % at 9.99 µM;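 active means mean replicate inhibition above about 25%, with every replicate also reaching it, limit read from the data, passing the limit was not always enough; inconclusive means only one of those two criteria met; inactive means neither criterion met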
# Target sequence (Q15084 whole entry, looked up): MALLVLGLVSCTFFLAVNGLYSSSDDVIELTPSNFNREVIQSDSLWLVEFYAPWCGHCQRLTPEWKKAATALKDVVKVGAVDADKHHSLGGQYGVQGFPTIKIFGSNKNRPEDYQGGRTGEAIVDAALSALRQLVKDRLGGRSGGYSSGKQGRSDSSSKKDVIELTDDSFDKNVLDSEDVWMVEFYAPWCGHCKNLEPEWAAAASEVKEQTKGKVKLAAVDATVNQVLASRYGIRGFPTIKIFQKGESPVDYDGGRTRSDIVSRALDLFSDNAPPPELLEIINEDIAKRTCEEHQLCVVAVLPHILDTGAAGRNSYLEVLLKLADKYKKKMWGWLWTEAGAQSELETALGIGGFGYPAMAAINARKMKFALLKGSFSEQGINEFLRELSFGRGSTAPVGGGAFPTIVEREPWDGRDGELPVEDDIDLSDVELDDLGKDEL
# CFTR F508del cor: CFTR F508del correction in bronchial cells; CFBE cells, YFP halide quenching; stimulated with forskolin plus potentiator P3; % fluorescence drop versus neutral controls; activity (quench increase), % at 7.58 µM; 350,000 tested, 0.36% active; AID 720511;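 active means mean added fluorescence quench of at least 8% versus neutral control, with both replicates also reaching 8%; inconclusive means only one of the mean or replicate conditions met; inactive means mean below 8% and not both replicates reaching 8%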;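 further: cells transiently co-express mutant CFTR-F508del with the halide-sensitive YFP; corrector assay measuring rescue of mutant channel to the surface after 24 h compound exposure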
# DENV2 CPE rescue: DENV2-induced cell death inhibition; DENV2-infected cells, cytopathic effect rescue, plate reader; CPE inhibition, % at 9.99 µM; 350,000 tested, 1.7% active; in the data active means CPE inhibition above about 20%, passing the limit was not always enough; inconclusive means no clear call, values can overlap the other calls; tested in BHK-21 cells;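 further: 0% = median of neutral control wells and 100% = median of positive control wells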
# SIRT5 inh: sirtuin-5 (human) deacylase inhibition; Q9NXA8; Purified SirT5, succinyl-peptide AMC, trypsin-coupled fluorescence; inhibition, % at 15 µM; 330,000 tested, 1.1% active; in the data active means inhibition above about 15%; inconclusive means no clear call, values can overlap the other calls
# Target sequence (Q9NXA8 whole entry, looked up): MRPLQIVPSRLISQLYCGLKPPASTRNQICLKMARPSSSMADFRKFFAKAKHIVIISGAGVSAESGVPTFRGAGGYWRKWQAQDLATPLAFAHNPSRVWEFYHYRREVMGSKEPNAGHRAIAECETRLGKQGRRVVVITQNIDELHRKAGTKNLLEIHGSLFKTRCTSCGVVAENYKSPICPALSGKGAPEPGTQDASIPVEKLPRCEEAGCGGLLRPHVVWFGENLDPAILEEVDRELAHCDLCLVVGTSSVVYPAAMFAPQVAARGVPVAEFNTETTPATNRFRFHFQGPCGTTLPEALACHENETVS
# * = called active by the depositor; ? = inconclusive; · = not tested or not shown; & = joins results of further samples; [ ] = another dose, or the depositor's remark.
No.	mol	miR122 inh	ERAP1 HTS inh	Casp6 inh	ERp5 inh	CFTR F508del cor	DENV2 CPE rescue	SIRT5 inh
1	Cn1c(=O)[nH]c2c(Cl)nccc21	-2	2	-3	8	3.5	8	-5
2	CCC(C)[C@H]1CNC(=S)N1CCc1cccc2ccccc12 (some centres not stated)	21	1	·	-2	-1.4	9	·
3	CN(CCOc1ccccc1)C(=O)CCc1nc2sc3c(c2c(=O)[nH]1)CCCC3	·	-4	1	-8	-1.2	3	-3
4	COc1ccc(NC(=O)c2ccc(Br)c(S(=O)(=O)N3CCOCC3)c2)cc1	-8	2	-3	-6	0.5	0	1
5	Cc1ccc(NC(=O)COC(=O)C2CCC(=O)N2)c([N+](=O)[O-])c1 (configuration not stated)	3	6	1	-1	2.1	-4	-7
6	C[C@H](CO)N1C[C@H](C)[C@H](CN(C)S(=O)(=O)c2cn(C)cn2)Oc2c(NC(=O)c3cnccn3)cccc2C1=O	6[16.7 µM]	0	-2	5	-1.4	-8	-4
7	CCOc1ccc(N(C(=O)CNC(=O)c2cccs2)C(C(=O)NCC2CCCO2)c2ccc(OC)c(OC)c2)cc1 (configuration not stated)	·	0	0	-1	2.5	·	-6
8	COc1ccccc1/C=N\Nc1ccccc1[N+](=O)[O-]	·	-1	5	-6	-1.7	-2	·
9	C[C@H](CO)N1C[C@H](C)[C@H](CN(C)C(=O)Cc2ccncc2)Oc2ncc(Br)cc2C1=O	-6	0&-1	-10&4	10&3	-0.6&2.2	-5&7	-4&2
10	O=C(CN1CCN(c2ccccc2)CC1)NC(=O)NCc1ccco1	-5	-1	-4	4	·	4	-3
11	Cc1noc(C)c1S(=O)(=O)Nc1cccc2c1O[C@H](CN(C)S(=O)(=O)c1cn(C)cn1)[C@H](C)CN([C@@H](C)CO)C2=O	-3[16.7 µM]	5	-2	-6	1.6	9	3
12	Cc1ccc(NS(=O)(=O)c2ccc(-n3cccn3)cc2)c(Cl)c1	14	-9	8	-7	-0.4	-8	0
13	Cc1cccc(NC(=O)CSc2ccc(-c3ccccn3)nn2)c1C	·	0	-4	0	0.8	-9	·
14	C[C@H]1CN([C@@H](C)CO)C(=O)c2cc(NC(=O)CCCN(C)C)ccc2O[C@@H]1CN(C)CC1CCCCC1	5[16.7 µM]	0	·	1	-2.2	6	-4
15	COc1ccc(S(=O)(=O)N(C)C[C@H]2Oc3c(NC(=O)C4CCCCC4)cccc3C(=O)N([C@@H](C)CO)C[C@@H]2C)cc1	-2[16.7 µM]	0	-1	-1	-0.6	11	-2
16	Cc1ccsc1C(=O)N1CCN(c2ncccn2)CC1	·	-2	1	-3	1.3	?	-1
17	O=c1cc(CCl)nc(Cc2c(Cl)cccc2Cl)[nH]1	·	·	-2	1	-2.3	-3	·
18	O=C(CCN1CCN(S(=O)(=O)c2ccc(Cl)cc2)CC1)Nc1ccc(F)cc1	-1	-1	-1	5	-0.3	1	-1
19	CN1c2ccc(C#Cc3cccnc3)cc2[C@@H]2[C@@H](CCN2C(=O)C2CCOCC2)[C@H]1CO	-2[16.7 µM]	1	-7	-2	1.8	-7	-5
20	CN(Cc1ccon1)C(=O)CC1C(=O)NCCN1Cc1cccc(Oc2ccccc2)c1 (configuration not stated)	0	-2	-3	6	2.7	?	0
21	C=C1CCN(c2ccc(C(=O)NCc3ccc(C)cc3)cc2[N+](=O)[O-])CC1	3	-1	-3	-5	-1.5	4	2
22	Cc1ccc(/C=C/C(=O)N2CCN(c3ccc(F)cc3)CC2)o1	6	2	6	-18	·	7	1
23	COc1ccc([N+](=O)[O-])cc1NC(=O)C(C)NNC(=O)c1cccc([N+](=O)[O-])c1 (configuration not stated)	·	0	15	-10	0.3	18	-9
24	N#Cc1ccsc1NC(=O)CCN1CCN(C(c2ccccc2)c2ccccc2)CC1	3	-1	0	1	0.1	4	0
25	COc1cc(SC)ccc1C(=O)Nc1ccc2c(c1)OCO2	12	·	-4	2	0.6	-3	-4
26	CCC(=O)NCCc1nc2ccccc2[nH]1	-7	-4	-1	-6	-2.6	-7	1
27	O=C(NCCc1ccccc1Cl)C1CCC(=O)N(Cc2cccc(C(F)(F)F)c2)C1 (configuration not stated)	-4	2	2	-3	-0.5	10	-2
28	CC(C)NC(=O)N1CC[C@@H]2[C@H]1c1cc(-c3cccc(F)c3)ccc1N(C)[C@H]2CO	0[16.7 µM]	·	·	·	-1.5	-13	·
29	CC1(c2cc(F)ccc2F)NC(=O)N(CC(=O)Nc2cccc(S(=O)(=O)N3CCCC3)c2)C1=O (configuration not stated)	·	2	0	6	2.4	2	0
30	O=C(Nc1ccc(F)cc1F)c1cc(=O)n(-c2ccccc2)c(=O)[nH]1	-4	2	-2	0	-0.1	·	-4
31	O=C(N/N=C1\CCCc2oc(C(=O)O)cc21)c1ccccc1	6	4	0	-2	-1.3	6	2
32	COc1ccc([N+](=O)[O-])cc1N(CC(=O)N1CCN(Cc2ccccc2)CC1)S(C)(=O)=O	·	-4	-6	4	·	-1	-8
33	Cc1ccc(Sc2nc([N+](=O)[O-])nn2C)cc1	-11	-2	10	-7	·	-8	·
34	O=C(C[C@H]1C[C@@H]2c3cc(NC(=O)c4ccc5c(c4)OCO5)ccc3O[C@@H]2[C@H](CO)O1)NCc1ccc(Oc2ccccc2)cc1	-4[16.7 µM]	2	-1	-2	4.4	-1	0
35	CS(=O)(=O)c1ccc(S(=O)(=O)NCC2CCN(C(=O)C(=O)c3cc4ccccc4o3)CC2)cc1	·	2	-3	11	-0.8	0	·
36	Cc1ccc(C(=O)NC(N(C)C)C(Cl)(Cl)Cl)cc1 (configuration not stated)	·	0	-4	-6	0.1	-2	1
37	COc1cc2c(c(OC)c1OC)C(c1ccc3c(c1)OCO3)CC(=O)O2 (configuration not stated)	-7	·	-1	-5	4.3	0	-5
38	CCCCCN(CCCCC)C(=O)C(CCC(=O)O)NC(=O)c1ccc(Cl)c(Cl)c1 (configuration not stated)	-5	3	7	0	-0.2	1	3
39	N#Cc1ccccc1OCC(=O)N(Cc1nnc(-c2ccccc2Cl)o1)C1CC1	3	-5	0	1	3.4	9	2
40	NC(=O)c1cccc(-c2cnc3c(Nc4cccc(OC(F)(F)C(F)F)c4)nccn23)c1	-4	-1	-3	-1	0.4	-6	·
41	O=C(Nc1cc(C(F)(F)F)cc(C(F)(F)F)c1)O[C@@H]1c2ccccc2[C@@H]2Cc3csc[n+]3[C@H]12	·	·	-8	1	-2.3	-6	-2
42	O=C(COc1coc(CN2CCN(c3ccccc3)CC2)cc1=O)NC1CCCC1	·	0	5	1	-0.7	4	-4
43	COc1ccc(/C=C2\CCC/C(=C\c3ccc(OC)c(OC)c3OC)C2=O)c(OC)c1OC	-3	-2	3	-2	0.1	0	0
44	CCc1nc(SCC(=O)Nc2ccccc2C)n[nH]1	·	0	0	-1	0.5	5	-3
45	COc1ccc(Oc2cc(C(F)(F)F)nc(N(C)C)n2)cc1	·	-7	-3	?	-1.2	0	-3
46	COC(=O)[C@H]1C[C@@H]1[C@H](NC(=O)c1cc(C)on1)c1ccccc1	-2	-3	0	-6	0.2	·	-2
47	Cc1ccc[n+](C(C)C(=O)Nc2ccc([N+](=O)[O-])cc2C)c1 (configuration not stated)	·	0	1	-2	1.8	-5	6
48	CCOc1ccc(OCC)c(NC(=O)C2CCCN(S(=O)(=O)c3ccc(C)cc3)C2)c1 (configuration not stated)	0	3	4	-2	-0.1	0	-1
49	Cc1ccccc1N1CCN(C2CCCN(C(=O)c3csc(C(C)C)n3)C2)CC1 (configuration not stated)	-6	0	2	0	0.7	17	-4
50	COc1cc2c(cc1OC)C(C)N(C(=O)c1cc3c(C)cc(C)cc3[nH]1)CC2 (configuration not stated)	-6	4	4	5	1.8	5	2

# 5 compounds out of the list, ordered by molecular weight, rising:
No.	mol	miR122 inh	ERAP1 HTS inh	Casp6 inh	ERp5 inh	CFTR F508del cor	DENV2 CPE rescue	SIRT5 inh
33	Cc1ccc(Sc2nc([N+](=O)[O-])nn2C)cc1	-11	-2	10	-7	·	-8	·
50	COc1cc2c(cc1OC)C(C)N(C(=O)c1cc3c(C)cc(C)cc3[nH]1)CC2 (configuration not stated)	-6	4	4	5	1.8	5	2
48	CCOc1ccc(OCC)c(NC(=O)C2CCCN(S(=O)(=O)c3ccc(C)cc3)C2)c1 (configuration not stated)	0	3	4	-2	-0.1	0	-1
38	CCCCCN(CCCCC)C(=O)C(CCC(=O)O)NC(=O)c1ccc(Cl)c(Cl)c1 (configuration not stated)	-5	3	7	0	-0.2	1	3
41	O=C(Nc1cc(C(F)(F)F)cc(C(F)(F)F)c1)O[C@@H]1c2ccccc2[C@@H]2Cc3csc[n+]3[C@H]12	·	·	-8	1	-2.3	-6	-2

# (list continues)
No.	mol	miR122 inh	ERAP1 HTS inh	Casp6 inh	ERp5 inh	CFTR F508del cor	DENV2 CPE rescue	SIRT5 inh
51	COc1cccc(C=NN2CCCCCC2)c1OC	-8	-7	-4	3	2.4	0	-1
52	COc1cccc(NC(=O)COc2cccc(-n3cnnn3)c2)c1	8	-1	2	1	1.7	6	-4
53	C#CCOc1c(/C=C\c2nc(O)c([N+](=O)[O-])c(=O)[nH]2)cc(Br)cc1OC	-4	-2	26	1	0.8	10	5
54	NC(=O)c1ncn([C@@H]2O[C@H](CN=C3NS(=O)(=O)c4ccccc43)[C@@H](O)[C@H]2O)n1	-9	·	-2	-1	-5.3	-4	·
55	O=C1N[C@@H](c2ccccc2)COC(=O)[C@@H](Cc2ccc(F)cc2)C/C=C\C[C@H]1CC(=O)N(CCO)Cc1ccccc1	-7	-1	2	-2	3.0	?	-1
56	Cc1ccc(C(C(=O)NCc2ccco2)N(C(=O)CNC(=O)c2cccs2)c2c(C)cccc2C)cc1 (configuration not stated)	·	-2	5	8	3.1	4	-4
57	COc1ccc(S(=O)(=O)Nc2ccc3c(c2)CC(=O)N([C@@H](C)CO)C[C@H](C)[C@@H](CN(C)S(=O)(=O)c2ccccc2)O3)cc1	-9[16.7 µM]	·	·	·	0.3	-1	·
58	Cc1nn(C)c(C)c1S(=O)(=O)N(CC(=O)NC1CCCCCC1)c1ccc(C(C)C)cc1	2	0	-1	-5	-0.6	0	0
59	CCCCOC(=O)NC1CCc2cc(OC)c(OC)c(OC)c2-c2ccc(SC)c(=O)cc21 (configuration not stated)	?	4	1	0	-0.4	5	5
60	COC(=O)CCCC(=O)N1CCC(CO)(CCc2ccccc2)CC1	·	-1	-8	2	-1.5	7	-2
61	C[C@@H]1CN([C@H](C)CO)C(=O)c2cc(NS(=O)(=O)c3ccc(Cl)cc3)ccc2O[C@@H]1CN(C)S(=O)(=O)c1ccc(Cl)cc1	48[16.7 µM]	2	1	-5	-0.7	11	11
62	CCCCCCN1C[C@@H](n2cc(COC(=O)c3ccccc3)nn2)[C@H](O)C[C@@H]1c1ccc(C)cc1	-4	-1	-3	-8	4.0	?	-2
63	COC(=O)C1CCN(CC(=O)Nc2ccccc2Sc2ccccc2)CC1	·	0	1	2	-3.2	-2	2
64	N#Cc1cn(CC(=O)NCC2CCCO2)c2ccccc12 (configuration not stated)	·	2	-1	7	1.8	3	0
65	CCNC(=S)N(CCc1ccc(S(N)(=O)=O)cc1)C1CC(=O)N(c2ccccc2)C1=O (configuration not stated)	-5	-10	0	2	5.3	-3	-4
66	O=C(CSc1nc(=O)n2cc(Cl)ccc2n1)Nc1ccc2c(c1)OCO2	·	-1	34	-6	-0.4	3	2
67	O=C(CNC(=O)C1(c2ccccc2)CC1)Nc1ccc(F)c(F)c1	·	4	1	-3	-0.7	-1	-3
68	C#CCN([C@@H](C)C(=O)OCC)S(=O)(=O)c1ccc(Br)cc1F	·	·	1	0	5.6	3	·
69	O=C(O)c1ccc(NC(=S)NC(=O)C(c2ccccc2)c2ccccc2)cc1	16	-10	5	1	-1.0	18	0
70	CCOc1ccc(NC(=O)CC2C(=O)N(c3ccccc3)C(=O)N2Cc2ccco2)cc1 (configuration not stated)	5	2	1	-5	-2.7	7	-3
71	CC(=O)Nc1ccc(C(=O)Nc2ccc3c(c2)OCCO3)cc1	-2	2	-1	1	0.4	6	-3
72	CCC(=O)N1CCc2cc(S(=O)(=O)CCC(=O)NC3CCCCC3)ccc21	-2	-2	0	1	0.4	-2	-4
